High-throughput results deposited in PubChem by National Center for Advancing Translational Sciences (NCATS).
IL-2 act: activates IL-2 in a cell-based reporter assay; IL-2 activation reporter assay, cell-based qHTS; stimulated with anti-CD3/CD4/CD28 beads; in transgenic mouse T cells; activation, % (series mostly up to about 46 µM); 0.065% of 360,000 active; in the data active means activation above about 50%; inconclusive means mostly about 30% to 49%; further: 0% is about no effect
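Unstimulated transgenic mouse T cells, 750 per well, received compound and, after 60 minutes, anti-CD3/anti-CD4 bead plus anti-CD28 stimulation. EGFP and DsRed were quantified after 18 hours.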
D3 ag: activates the human D3 dopamine receptor; AID 652048; D3R DiscoveRx beta-arrestin cells, luminescence, 90 min; P35462; max activation, %; 0.58% of 410,000 active; in the data active means max activation above about 30%; further: 0% is about no effect; mostly tested at two doses, the higher about 12 µM
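Agonist mode: compounds and dopamine controls were applied to plated cells for 90 min at 37 degrees C after an overnight attachment at 1500 cells/well. Luminescent read-out followed 30 - 60 minutes at room temperature with DiscoveRx detection reagent.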
GLP1R cytotox: cytotoxic in the GLP-1 receptor inverse agonist counter-screen; 0.13% of 410,000 active; Potency, µM (top dose mostly 38.3 µM), inactives show top-dose activity change, negative = inhibition, most hits filed as inhibitors; HEK293 cAMP-luciferase reporter cells, luminescence, 24 h;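 further: loss of luciferase light is scored as toxicity; potency means the concentration at half of the fitted maximal effect; on the % scale 0 is the no-effect control and ±100 the full control effect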
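Compound-treated cells are incubated 24 hr at 37 deg C under 5% CO2 after a 12 hour attachment period, then luciferase detection reagent is added and luminescence is measured following 12 min at room temperature; lowered signal indicates toxicity.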
PI5P4K alpha inh: PI5P4K alpha (human) kinase inhibition; P48426; PI5P4Kalpha enzyme, ADP-Glo luminescence, 60 min; stronger effect = lower value; max response, %; 1.2% of 330,000 active; active means max response of -50% or lower; inconclusive means between -30% and -50%; inactive means -30% or higher; further: value at the top dose of about 77 µM; on the % scale 0 is the no-effect control and ±100 the full control effect
Target sequence (P48426 whole entry, looked up): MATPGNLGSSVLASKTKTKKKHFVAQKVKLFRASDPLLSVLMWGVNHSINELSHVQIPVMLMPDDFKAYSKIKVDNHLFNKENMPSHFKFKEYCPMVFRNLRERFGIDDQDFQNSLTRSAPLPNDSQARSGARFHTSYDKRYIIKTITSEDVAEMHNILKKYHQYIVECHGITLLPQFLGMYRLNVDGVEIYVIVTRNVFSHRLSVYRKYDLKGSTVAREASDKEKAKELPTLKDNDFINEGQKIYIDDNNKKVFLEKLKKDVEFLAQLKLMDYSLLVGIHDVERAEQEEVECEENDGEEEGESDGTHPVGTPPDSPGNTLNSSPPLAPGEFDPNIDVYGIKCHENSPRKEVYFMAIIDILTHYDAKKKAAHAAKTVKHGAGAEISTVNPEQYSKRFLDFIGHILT
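ADP-Glo luminescence end-point after a 60 min room-temperature kinase reaction. PI5P4Kalpha and substrate in HEPES pH 7.4 buffer with EGTA, 0.1% CHAPS and 5% DMSO; ATP at 5 microM final.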
GLP1R inv ag: inverse agonists of human GLP-1 receptor. HEK293 GLP-1R CRE-luciferase, luminescence, 24 h; GLP-1R form is constitutively active. AID 624417. Potency, µM (top dose mostly 38.3 µM), without a hit: top-dose activity change, negative = inhibition, most hits filed as inhibitors. 1.6% of 410,000 active; further: potency means the concentration at half of the fitted maximal effect; on the % scale 0 is the no-effect control and ±100 the full control effect; nearly all actives have a fitted effect of over 55% in size
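Luminescence readout: a drop in cAMP-driven luciferase signal flags inverse agonism at a constitutively active GLP-1R stably expressed in HEK293. Compound exposure lasted 24 hr at 37 deg C, 5% CO2.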
DRD3 antagonist: D3 dopamine receptor (human) antagonism. P35462. D3R cells, DiscoveRx beta-arrestin luminescence, antagonist mode; stronger effect = lower value. max response, negative = inhibition, %. 2.5% of 360,000 active. AID 652054; in the data active means max response below about -50%; inconclusive means no clear call, values can overlap the other calls; further: on the % scale 0 is the no-effect control and ±100 the full control effect; mostly tested at two doses, the higher about 12 µM
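Cells plated overnight at 1500 cells/well, then exposed to library compounds with dopamine controls for 90 minutes at 37 degrees C. DiscoveRx reagent added for 30–60 minutes at room temperature; luminescence read, quantitative HTS format.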
GLP-1R agonist: GLP-1 receptor (human) agonism; 0.007% of 380,000 active; P43220; HEK293 GLP-1R CRE-luciferase, luminescence, 4-6 h; cells express a hypersensitive GLP-1R form; Potency, µM (doses to about 45.6 µM), for inactives: at the top dose activation, hits mostly activators; further: potency means the concentration at half of the fitted maximal effect; % of control where 0% means no effect
WRN helicase inh: WRN helicase (human) inhibition | AID 651768 | 0.46% of 360,000 active | WRN helicase unwinding, fluorescent forked duplex, kinetic | Q14191 | Potency, µM (doses to about 114 µM), inactives show top-dose activity change, negative = inhibition, actives largely listed as inhibitors; further: potency means the concentration at half of the fitted maximal effect; on the % scale 0 is the no-effect control and ±100 the full control effect; nearly all actives have a fitted effect of over 55% in size
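Fluorescence dequenching readout, ex 525 nm/em 598 nm, kinetic mode: forked duplex DNA (100 nM final) with adjacent fluorophore and quencher unwound by WRN (20 nM final) with 2 mM ATP. Compound preincubation 15 min, room temperature.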
PLK1 PBD inh: inhibitors of human PLK1 polo-box domain binding; P53350; Plk1 PBD binding of FITC phosphopeptide, fluorescence polarization; Potency, µM, inactives show max response, negative = inhibition, actives largely listed as inhibitors; 2.8% of 360,000 active; further: potency means the concentration at half of the fitted maximal effect; series mostly up to about 57 µM; on the % scale 0 is the no-effect control and ±100 the full control effect; nearly all actives have a fitted effect of over 65% in size
Target sequence (P53350 whole entry, looked up, the tested form may be a part): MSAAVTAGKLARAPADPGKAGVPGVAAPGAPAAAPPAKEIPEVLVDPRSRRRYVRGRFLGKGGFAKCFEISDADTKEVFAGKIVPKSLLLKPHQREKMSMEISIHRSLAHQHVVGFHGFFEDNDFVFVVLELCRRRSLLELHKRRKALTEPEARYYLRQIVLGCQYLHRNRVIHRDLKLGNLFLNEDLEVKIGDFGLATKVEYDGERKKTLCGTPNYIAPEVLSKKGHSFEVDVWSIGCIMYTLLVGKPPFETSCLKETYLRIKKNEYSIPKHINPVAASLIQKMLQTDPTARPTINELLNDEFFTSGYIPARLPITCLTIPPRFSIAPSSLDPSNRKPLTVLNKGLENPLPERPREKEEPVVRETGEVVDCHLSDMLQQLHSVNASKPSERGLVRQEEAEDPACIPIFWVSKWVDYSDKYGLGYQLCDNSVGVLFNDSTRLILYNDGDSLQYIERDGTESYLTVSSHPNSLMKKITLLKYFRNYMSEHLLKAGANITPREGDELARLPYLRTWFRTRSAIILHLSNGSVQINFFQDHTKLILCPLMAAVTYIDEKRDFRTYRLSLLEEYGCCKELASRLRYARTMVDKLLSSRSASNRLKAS
* hit, by the source's call; u = inconclusive; x = not tested or not shown; & = joins results of further samples; [ ] = remark or other dose. Unless noted, the call rests on the fitted dose curve; in most records, active means well fitted curve in the direction sought with a large enough effect; inconclusive means small, poorly fitted or top-dose-only effect, or another doubt; inactive means no such curve, though single readings can be large; an effect the other way counts as inactive or inconclusive. Hits appear at their usual frequency; about 7.8% have a hit in one of these screens.

The opening three entries (preview)
1	CCOC(=O)C1Nc2ccccc2C2c3ccccc3CC12 (configuration not stated)
2	Cc1c(C(=O)NC(C)c2ccncc2)oc2ccccc12 (configuration not stated)
3	CC(C)(C)NC(=O)C1(C)CCC(=O)N1CC(F)(F)F (configuration not stated)

assay / entry,1,2,3
IL-2 act,-0.6,-0.3,-0.5
D3 ag,-16,16,-6
GLP1R cytotox,3%,9%,4%
PI5P4K alpha inh,2,x,2
GLP1R inv ag,9%,3%,25%
DRD3 antagonist,-9,-10,0
GLP-1R agonist,33%,-13%,3%
WRN helicase inh,6%,-7%,7%
PLK1 PBD inh,u,-1%,-13%

Results, from the first entry:
1	CCOC(=O)C1Nc2ccccc2C2c3ccccc3CC12 (configuration not stated)
2	Cc1c(C(=O)NC(C)c2ccncc2)oc2ccccc12 (configuration not stated)
3	CC(C)(C)NC(=O)C1(C)CCC(=O)N1CC(F)(F)F (configuration not stated)
4	COc1ccc(CNC(=O)CN(CC2CCCO2)C(=O)CNS(=O)(=O)c2ccc(C)cc2)cc1 (configuration not stated)
5	NC(Cc1ccc(O)cc1)c1cn([C@@H](CCC(=O)O)C(=O)N2CCNCC2)nn1 (some centres not stated)
6	COc1cccc(/C=C2\CCC(C3CCCC3)C2=O)c1OC (configuration not stated)
7	O=C(CSc1nc(=O)n(CCCN2CCOCC2)c2c1CCCC2)Nc1ccc(F)c(F)c1
8	CC1(C(=O)NS(=O)(=O)Cc2cccc(Cl)c2)CCN1C(=O)c1cccc(F)c1 (configuration not stated)

assay / entry,1,2,3,4,5,6,7,8
IL-2 act,-0.6,-0.3,-0.5,1.1,0.3,-0.6,1.7,0.1
D3 ag,-16,16,-6,-2,-1,8,2,-9
GLP1R cytotox,3%,9%,4%,1%,u,5%,13%,-2%
PI5P4K alpha inh,2,x,2,-6,-1,9,-3,-11
GLP1R inv ag,9%,3%,25%,7%,7%,u,-1%,-9%
DRD3 antagonist,-9,-10,0,1,-7,4,-14,0
GLP-1R agonist,33%,-13%,3%,-1%,-1%,10%,3%,-6%
WRN helicase inh,6%,-7%,7%,-4%,-12%,-3%,6%,8%
PLK1 PBD inh,u,-1%,-13%,1%,-5%,-6%,0%,-1%

9	O=C(NCCO)c1cccc2c1-c1ccccc1C2=O
10	CCCCCOCC1CC(C/C(C)=N/NC(N)=O)(C(=O)OCC)C(=O)O1 (configuration not stated)
11	COC(=O)C(C(=O)OC)C(C[N+](=O)[O-])c1ccc(OC)cc1 (configuration not stated)
12	CC(C)Sc1nc(N2CCOCC2)c2c(c1C#N)CC(C)(C)N(C)C2
13	O=C(NNC(=O)c1cc2ccccc2cc1O)c1cccs1
14	CCC(Oc1ccccc1)C(=O)Nc1ccc(S(=O)(=O)Nc2ncccn2)cc1 (configuration not stated)
15	Cc1nn(Cc2c(F)c(F)c(F)c(F)c2F)c(C)c1NC(=O)c1cccc(COc2ccc(Cl)cc2)c1
16	O=C(c1ccc(F)cc1)N1CCOCC1

assay / entry,9,10,11,12,13,14,15,16
IL-2 act,-0.9,-0.3,-1.7,-3.7,0.1,-2.6,-3.1,-1.0
D3 ag,-13,-12,2,-1,9,29,-4,2
GLP1R cytotox,12%,3%,2%,23%,12%,-3%,-13%,5%
PI5P4K alpha inh,-11,-4,x,-53*,0,7,x,0
GLP1R inv ag,4%,4%,1%,-17%,-16%,15%,-15%,29%
DRD3 antagonist,-20,-25,-21,2,86,8,-23,0
GLP-1R agonist,0%,8%,-7%,2%,2%,1%,-10%,-4%
WRN helicase inh,-3%,2%,1%,u,3%,7%,-5%,3%
PLK1 PBD inh,-6%,-8%,-3%,2.7µM*,-6%,-2%,-9%,5%

17	O=C(C(Sc1ccccc1)c1ccccc1)N1CCN(c2ccccc2F)CC1 (configuration not stated)
18	CC(=O)c1ccc(-n2nncc2-c2ccc([N+](=O)[O-])cc2)cc1
19	COc1cc(CCC(N)c2cccc(O)c2)cc(OC)c1OC (configuration not stated)
20	O=C1C=C(O)c2cccc(O)c2C1=O
21	O=C(Nc1nnc(CC(=O)N2CCOCC2)s1)c1cccs1
22	O=C(CCN1C(=O)/C(=C/C=C/c2ccccc2)SC1=S)Nc1nccs1
23	COc1ccc(OC)c(NC(=O)CC2SC(=N)N(c3ccccc3)C2=O)c1 (configuration not stated)
24	O=C(Nc1ccccc1)OC1CCC2CC1CCC2OC(=O)Nc1ccccc1 (configuration not stated)

assay / entry,17,18,19,20,21,22,23,24
IL-2 act,0.5,2.4,-4.0,-0.4,-1.7,22,1.0,1.4
D3 ag,3,2,-12,-19,-2,-1,-9,-1
GLP1R cytotox,-2%,2%,-4%,-11%,-2%,4%,3%,-26%
PI5P4K alpha inh,-3,6,-5,u,-1,-13,8,22
GLP1R inv ag,u,60%[activator],u,12%,9%,11%,8%,u
DRD3 antagonist,8,6,-8,-28,-15,5,-14,-2
GLP-1R agonist,0%,17%,1%,-5%,5%,0%,0%,-6%
WRN helicase inh,-5%,1%,2%,-25%,0%,-2%,-2%,-11%
PLK1 PBD inh,-19%,-5%,-6%,-18%,0%,-11%,-6%,7%

25	CS(=O)(=O)N1CCCCC1c1cc(C(=O)Nc2ccc3c(c2)OCO3)no1 (configuration not stated)
26	CSc1ncccc1C(=O)OCC(=O)N(C)c1c(N)n(Cc2ccccc2)c(=O)[nH]c1=O
27	O=C(Nc1c[nH]c(=O)[nH]c1=O)c1ccc([N+](=O)[O-])cc1
28	Cc1ccc(S(=O)(=O)N2CCC(NC(=O)c3ccccc3)CC2)cc1
29	Cc1cc(C)cc(OCC(=O)NNC(=O)CCC(=O)NCc2ccccc2)c1
30	CC(C)c1ccc(/C=C2\Oc3c(ccc(O)c3CN3CCN(C)CC3)C2=O)cc1
31	CC1CCN(C(=O)CCS(=O)(=O)c2cc3c(cc2Cl)NC(=O)CO3)CC1
32	CCOc1ccc(-c2cc(C(=O)NCc3ccc(C(F)(F)F)cc3)[nH]n2)c(C)c1

assay / entry,25,26,27,28,29,30,31,32
IL-2 act,1.2,0.0,-2.3,-1.5,0.2,-0.2,-1.0,-0.1
D3 ag,-11,-6,2,-1,-4,-25,3&-10,-5
GLP1R cytotox,1%,0%,-7%,12%,12%,254%[activator],1%&2%,-8%
PI5P4K alpha inh,0,0,-1,1,-1,-21,-4,3
GLP1R inv ag,20%,10%,-5%,10%,-10%,u,10%&1%,-30%
DRD3 antagonist,0,0,0,3,2,-23,-9,4
GLP-1R agonist,19%,5%,-2%,3%,1%,3%,-4%&-1%,1%
WRN helicase inh,1%,8%,-3%,0%,6%,-7%,-4%,-2%
PLK1 PBD inh,-14%,-6%,-7%,-5%,-21%,-9%,1%,2%

33	Cc1ccc(Cl)cc1NC(=O)Nc1cccs1
34	Cc1ccc(NC(=O)Cn2c(=O)n(CCC(=O)NCc3ccccc3Cl)c(=O)c3ccccc32)cc1
35	CCCn1c2c(c(O)c(C(=O)Nc3ncccc3C)c1=O)CCCC2
36	CCOC(=O)C1=C(C)N=c2sc(=C(C)C)c(=O)n2C1c1ccc(N(C)C)cc1 (configuration not stated)
37	COc1ccc(C(F)(F)F)cc1N/C=C\c1nnnn1-c1ccc(C)cc1
38	CCC(C)NC(=O)c1c(N)n(/N=C/c2ccccn2)c2nc3ccccc3nc12 (configuration not stated)
39	CCN1CCN(c2ncnc3sc4c(c23)CCC(C)C4)CC1 (configuration not stated)
40	CCCc1c(C)[nH]c2ccc(C(=O)O)cc2c1=S

assay / entry,33,34,35,36,37,38,39,40
IL-2 act,-5.6,x,-4.0,-0.4,-1.4,-2.5,-0.6,-1.1
D3 ag,-11,-13,8,-9,-2,25,-12,10
GLP1R cytotox,15%,-8%,6%,7%,10%,2%,1%,-1%
PI5P4K alpha inh,-5,x,-5,x,x,x,-4,u
GLP1R inv ag,u,-12%,0%,8%,0%,3%,-4%,0%
DRD3 antagonist,-19,x,u,u,-25,8,-26,28
GLP-1R agonist,0%,-2%,10%,-4%,-5%,5%,5%,-4%
WRN helicase inh,-23%[57.1 µM],x,-5%,-5%,0%,-12%,-6%,25µM*
PLK1 PBD inh,-9%,x,-7%,-5%,-4%,-5%,-6%,13µM*

41	CCc1nnc(NS(=O)(=O)c2ccc(NC(=S)NC(=O)c3ccc(OC)c(OC)c3)cc2)s1
42	COc1ccc(CC(=O)OCC(=O)NCc2ccco2)cc1
43	COCCN1C(=O)c2ccccc2C(C(=O)NCCCN2CCCC2=O)C1c1c[nH]c2ccccc12 (configuration not stated)
44	CN(C(=O)c1cccc(NC(=O)Cc2ccc(NC(=O)C3CCN(C(=O)C4CCCCC4)CC3)cc2)c1)C1CC1

assay / entry,41,42,43,44
IL-2 act,0.2,5.6,0.3,0.1
D3 ag,3,-2,7,0
GLP1R cytotox,1%,8%,-4%,2%
PI5P4K alpha inh,-16,8,-9,0
GLP1R inv ag,5%,16%,10%,0%
DRD3 antagonist,2,0,-7,28
GLP-1R agonist,7%,4%,-22%,-1%
WRN helicase inh,-9%,-1%,-25%,0%
PLK1 PBD inh,u,-17%,-9%,1%
